# tim23-1 inh – tim23-1 yeast growth inhibition; S. cerevisiae tim23-1 growth, BacTiter-Glo luminescence, 24 h; inhibition, % at 20 µM; 330,000 compounds, 1.3% hits; AID 463212;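 active = growth inhibition of the mutant yeast at or above 50%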;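 also: temperature-sensitive mutant grown at 25 °C; plate controls were DMSO-treated mutant yeast for no effect and medium wells lacking yeast for full effect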
# CXCR6 block – CXCR6 (human) receptor inhibition | inhibition, % at 20 µM | O00574 | AID 602244 | CHO-K1 PathHunter CXCR6 beta-arrestin, luminescence | 360,000 compounds, 0.36% hits; in the data active = inhibition above about 34%, passing the limit was not always enough;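 also: antagonist mode with CXCL16 agonist at 10 nM final; 0% = 10 nM CXCL16 with DMSO and 100% = unstimulated wells without agonist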
# APJ agonist – agonists of human APJ apelin receptor; P35414; CHO-K1 APJ PathHunter beta-arrestin, luminescence; 0% DMSO wells, 100% apelin; activation, % at 20 µM; 330,000 compounds, 0.11% hits; AID 2520;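 active = activation more than six SD over the plate average, tested at 20 µM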;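 also: 0% = DMSO alone and 100% = apelin-13 at 10 nM; some results filed as inactive read as strong as hits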
#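 system = engineered CHO-K1 APJ arrestin reporter cells | input = 1000 cells per well | timing = overnight seeding, 90 min compound at 25 °C, 1 h detection | measured by = enzyme-fragment complementation luminescence | read-out = beta-arrestin recruitment to APJ as agonist activity, luminescent signal | control set = negative DMSO alone, positive Apelin-13 at 10 nM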
# Mdm2 MdmX PPI – disrupts the human Mdm2-MdmX interaction. O15151+Q00987. SaOS-2 split-luciferase Mdm2/MdmX complementation, luminescence. inhibition, % at 8 µM. 330,000 compounds, 3% hits. AID 485346;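 active = inhibition of at least 50% at 8 µM in the primary screen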
# Target sequence (O15151 whole entry, looked up): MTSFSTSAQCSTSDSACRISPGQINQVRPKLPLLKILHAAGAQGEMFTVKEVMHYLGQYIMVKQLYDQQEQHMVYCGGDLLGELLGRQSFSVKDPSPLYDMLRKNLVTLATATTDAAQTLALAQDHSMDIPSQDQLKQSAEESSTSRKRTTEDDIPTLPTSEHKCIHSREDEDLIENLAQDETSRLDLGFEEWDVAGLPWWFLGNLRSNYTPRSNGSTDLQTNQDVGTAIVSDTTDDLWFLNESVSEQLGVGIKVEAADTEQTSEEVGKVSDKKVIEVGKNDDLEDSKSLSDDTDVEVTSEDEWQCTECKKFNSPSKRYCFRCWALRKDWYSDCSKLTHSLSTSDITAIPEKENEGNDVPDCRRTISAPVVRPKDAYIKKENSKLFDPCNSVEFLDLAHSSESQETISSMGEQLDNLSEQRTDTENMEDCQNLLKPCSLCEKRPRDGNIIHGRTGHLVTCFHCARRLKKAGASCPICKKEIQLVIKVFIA
# Target sequence (Q00987 whole entry, looked up): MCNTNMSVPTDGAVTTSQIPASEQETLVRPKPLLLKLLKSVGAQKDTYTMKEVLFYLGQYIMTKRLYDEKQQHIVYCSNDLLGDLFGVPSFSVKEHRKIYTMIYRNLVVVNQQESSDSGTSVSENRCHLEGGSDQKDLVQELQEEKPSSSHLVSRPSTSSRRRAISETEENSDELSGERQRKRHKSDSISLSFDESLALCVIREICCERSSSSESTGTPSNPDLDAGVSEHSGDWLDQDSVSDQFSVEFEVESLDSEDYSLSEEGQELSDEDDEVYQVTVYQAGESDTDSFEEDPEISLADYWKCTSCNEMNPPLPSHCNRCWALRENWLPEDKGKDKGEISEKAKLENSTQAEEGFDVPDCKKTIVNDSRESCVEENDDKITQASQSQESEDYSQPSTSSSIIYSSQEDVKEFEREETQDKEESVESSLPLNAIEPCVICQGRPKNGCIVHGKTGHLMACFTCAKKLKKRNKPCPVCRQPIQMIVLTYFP
# XBP1 UPR activ – activators of adaptive arm of unfolded protein response (XBP1) | CHO-XBP1 luciferase reporter, IRE1-XBP1 UPR activation, luminescence; percent of tunicamycin response, DMSO as zero | activation, % at 20 µM | 330,000 compounds, 0.33% hits;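 active = versus positive control, 20 µM dose yields 30% or more activation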;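 also: 100% = tunicamycin at 10 µg/mL and 0% = DMSO only wells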
#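 incubation = overnight seeding at 37 °C, 6 h compound treatment at 37 °C | assay system = CHO-XBP1 cells stably carrying IRE1-XBP1-driven luciferase reporter | input = 1000 cells per well | detection = luciferase luminescence | dosing = single point, 20 µM final compound, 1% DMSO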
# UPR CHOP act – apoptotic UPR (CHOP) activation | activation, % at 10 µM | 330,000 compounds, 0.34% hits | CHO-CHOP luciferase reporter, luminescence; percent of tunicamycin response over DMSO baseline | AID 449763;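 active = at 10 µM dose, activation of 40% or more, normalized to positive control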;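 also: 100% = tunicamycin at 10 µg/mL and 0% = DMSO alone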
#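 System: CHO CHOP reporter cells. Amount: 500 cells per well. Buffer or medium: F12 medium, 10% FBS. Compound dosing: one dose, 10 µM in 0.5% DMSO. Incubation: 6 h compound exposure at 37 °C after overnight seeding. Technique: Steady-Glo luciferase luminescence. Benchmarks: tunicamycin and DMSO controls.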
# EBI2 block – EBI2 (human) antagonism | P32249 | EBI2 beta-arrestin recruitment, luminescence, 7a,25-OHC stimulated | inhibition, % at 5 µM | 360,000 compounds, 0.81% hits | AID 651636; in the data active = inhibition above about 38%;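 also: enzyme fragment complementation signal reports receptor beta-arrestin coupling in cells; 0% = agonist plus DMSO wells and 100% = wells without agonist; some results beyond the cut were filed as inactive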
# APJ antagonist – APJ receptor antagonism; P35414; CHO-K1 APJ beta-arrestin complementation, luminescence; inhibition, % at 20 µM; 330,000 compounds, 0.32% hits;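 active = inhibition above about 40% at 20 µM, limit read from the data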;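 also: cells challenged with 10 nM apelin-13 agonist together with compound; plate controls were apelin-13 plus DMSO wells for no effect and DMSO wells lacking apelin-13 for full effect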
# CCR6 antagonist – CCR6 (human) receptor antagonism | CHO-K1 CCR6 PathHunter beta-arrestin, luminescence, CCL20-stimulated | inhibition, % at 20 µM | AID 493098 | 340,000 compounds, 0.49% hits | P51684;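 active = compounds whose inhibition of the agonist-driven luminescence signal at 20 µM reaches about 50%, limit read from the data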;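 also: cells stimulated with CCL20 at 14 nM final; plate controls were DMSO with CCL20 for no effect and DMSO without agonist for full effect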
# Active calls of the source: *. Some of the compounds tested (hit frequency here may not be typical).
SMILES,tim23-1 inh,CXCR6 block,APJ agonist,Mdm2 MdmX PPI,XBP1 UPR activ,UPR CHOP act,EBI2 block,APJ antagonist,CCR6 antagonist
O=C(O)C1Cc2[nH]cnc2C(c2ccccc2O)N1 (stereo unspecified),-3,-3,1,9,-1,1.3,5,-5,18
Cc1n[nH]c(C)c1S(=O)(=O)N1CCCC(C(=O)Nc2ccc(Br)cc2)C1 (stereo unspecified),-16,-10,0,19,-5,-3.0,-2,-1,7
CCOCCCNC(=O)c1c(C)c(C(=O)OCC)n(C)c1C,1,-3,-1,-19,3,1.4,-3,5,0
COc1cccc(NC2=NCCCCC2)c1,3,-4,-4,2,-2,1.3,-11,25,10
CC(C)OCCCNC(=O)CN1C(=O)/C(=C/c2ccccc2F)Oc2ccccc21,20,2,3,13,1,-1.7,3,-6,3
Cn1c(CCCCCN)nc2ccccc21,11,-5,5,-20,1,-1.6,-2,-6,18
CN(CC(=O)Nc1ccccc1Cl)C(=O)C1CCN(C(=O)c2ccc(Cl)cc2)CC1,2,-1,-1,-3,-3,2.2,19,13,-1
COC(=O)c1cc(S(=O)(=O)N2CCN(Cc3ccccc3)CC2)cn1C,6,-8,-4,3,-2,1.9,0,0,7
COc1ccc(NC(=O)NC2(C(=O)N3CCCCC3)CCCCC2)cc1,9,3,2,14,-7,0.8,7,-2,-2
CCCNC(=O)N1CCN(C(=O)NCCC)CC1,7,-10,2,18,0,-0.9,-1,-9,9
O=Cc1cc(CCC(=O)O)ccc1O,17,-5,-4,14,2,1.4,-3,19,6
Cc1ccc(-c2n[nH]c(=S)n2/N=C/C=C/c2ccccc2[N+](=O)[O-])cc1,8,21,-1,-3,-2,-2.9,2,7,18
COc1cc([N+](=O)[O-])cc(/C=N/NC(=O)C(C)Nc2cccc(C)c2)c1O (stereo unspecified),4,12,-3,36,-5,0.4,-14,15,11
CCN(CC)CCn1c2c(c(SCC(=O)Nc3ccc(C(C)C)cc3)nc1=O)CCC2,8,15,1,38,1,-0.2,23,16,5
COC(=O)c1ccc(NC2CC(=O)N(c3ccccc3C)C2=O)cc1 (stereo unspecified),8,0,2,17,0,0.5,-7,9,12

# Just XBP1 UPR activ, APJ agonist and UPR CHOP act (6 entries from above):
SMILES | XBP1 UPR activ | APJ agonist | UPR CHOP act
CCOCCCNC(=O)c1c(C)c(C(=O)OCC)n(C)c1C | 3 | -1 | 1.4
COc1cccc(NC2=NCCCCC2)c1 | -2 | -4 | 1.3
CC(C)OCCCNC(=O)CN1C(=O)/C(=C/c2ccccc2F)Oc2ccccc21 | 1 | 3 | -1.7
Cn1c(CCCCCN)nc2ccccc21 | 1 | 5 | -1.6
CN(CC(=O)Nc1ccccc1Cl)C(=O)C1CCN(C(=O)c2ccc(Cl)cc2)CC1 | -3 | -1 | 2.2
COC(=O)c1cc(S(=O)(=O)N2CCN(Cc3ccccc3)CC2)cn1C | -2 | -4 | 1.9

# Returning to the listing, starting 2 compounds before the break.
SMILES,tim23-1 inh,CXCR6 block,APJ agonist,Mdm2 MdmX PPI,XBP1 UPR activ,UPR CHOP act,EBI2 block,APJ antagonist,CCR6 antagonist
CCN(CC)CCn1c2c(c(SCC(=O)Nc3ccc(C(C)C)cc3)nc1=O)CCC2,8,15,1,38,1,-0.2,23,16,5
COC(=O)c1ccc(NC2CC(=O)N(c3ccccc3C)C2=O)cc1 (stereo unspecified),8,0,2,17,0,0.5,-7,9,12
Cn1c(=O)[nH]c(=O)c2c1nc1n2CCS1,-2,-4,-2,2,-3,-0.1,0,16,4
CSCCC(NS(=O)(=O)c1ccc(Cl)cc1)C(=O)OCc1cccc(Cl)c1 (stereo unspecified),41,6,-1,12,0,0.7,5,-6,13
COc1ccc2c(=O)c(-c3ccccc3C)c(C)oc2c1,18,-2,3,6,-4,-0.1,0,12,9
O=C(c1ccc(-c2ccccc2)cc1)N1CCN(c2ccccn2)CC1,37,4,-3,17,-5,-2.0,39,29,2
COc1ccc(Cn2ccnc2SCC(=O)Nc2ccccc2F)cc1,36,-7,-2,-10,-4,-1.7,12,-7,1
c1ccc2c(c1)CC1(CCCC1)n1nnnc1-2,10,2,-4,0,-2,-1.8,6,15,-5
O=C(N/N=C1\CC(c2ccccc2)Oc2ccccc21)c1cccnc1 (stereo unspecified),1,6,-7,52*,0,-1.3,7,17,-3
NC(=O)c1ccc(SCC(=O)OCC(=O)NCc2ccco2)c([N+](=O)[O-])c1,17,-3,-2,16,1,0.1,-5,19,8
COC(=O)C1=C(C)NC(c2c(O)ccc3ccccc23)C(C(=O)OC)=C1C (stereo unspecified),15,8,-6,-10,-3,-0.6,1,-8,3
CCOC(=O)c1[nH]c2cc3c(cc2c1CCCN1C(=O)c2ccccc2C1=O)OCCO3,14,2,-3,-14,5,-0.8,19,13,2
O=C(CCC(=O)Nc1ccccc1)N/N=C/c1ccco1,7,-4,-2,-29,-2,-0.7,-21,-23,5
CC(C)N(C(=O)[C@H]1CC(CC(=O)NCCCN(C)C)C(=O)N2CCc3c([nH]c4ccccc34)[C@]12C)C(C)C (stereo partly specified),-10,12,-3,12,0,-0.2,-8,-3,1
CN(C)S(=O)(=O)c1cccc(NC(=O)COC(=O)COc2ccccc2[N+](=O)[O-])c1,13,3,-3,14,1,0.4,-11,10,-6
Cc1ccc(S(=O)(=O)NCCC(=O)NC2CCCCCC2)cc1C,18,-6,-1,5,-1,1.6,-2,6,13
Cc1ccc(N2CC(C(=O)NCc3ccco3)CC2=O)cc1Cl (stereo unspecified),-5,-3,-4,0,0,1.4,11,1,-1
CCCn1c(=O)c(C(=O)NCc2ccc3c(c2)OCO3)c(O)c2ccccc21,30,-6,2,19,10,1.4,10,12,-8
CC(=O)c1cccc(NC(=O)C(=O)Nc2cccc3ccccc23)c1,2,-2,-2,-47,1,4.7,1,-3,15
CN1CCCC(CC2Oc3ccccc3Sc3ccccc32)C1 (stereo unspecified),4,-3,-1,32,3,1.8,-4,4,10
O=C(Nc1ccncc1)c1ccc(Cl)c([N+](=O)[O-])c1,-42,-11,-1,7,0,2.0,-10,-24,-1
C=CCc1cccc(/C=N/c2ncccc2O)c1O,15,-7,5,12,-1,-0.5,-13,-16,6
CCCOc1ccc(C(=O)Nc2ccc3c(c2)OCO3)cc1,0,2,-2,-108,-2,4.1,52*,0,0
CCOC(=O)c1c(-c2ccco2)csc1NC(=O)COC(=O)c1cnc(C)cn1,12,4,-2,-14,0,-0.4,8,-4,2
O=C(NCc1ccc2c(c1)OCO2)c1ccc2c(c1)C(=O)N(Cc1cccnc1)C2=O,17,-5,-1,8,-3,0.4,5,13,-5
Cc1cc(C2=CC(=O)C[C@H](c3ccc4c(c3)OCO4)C2)ccc1F,19,-4,-4,2,1,0.0,38,11,8
Cc1cccc(NC(=O)CN2CCN(CC(=O)Nc3ccc(-c4ccccc4)cc3)CC2)c1C,5,-4,-3,4,-3,-0.3,0,10,25
CCCc1nn(C)c(C(N)=O)c1[N+](=O)[O-],4,-2,-2,27,-1,-1.9,-2,8,-5
O=[N+]([O-])c1cncc([N+](=O)[O-])c1Nc1ccccc1Cl,57*,11,1,31,2,-2.0,2,9,25
Cc1nc2c(-c3ccccc3)c(C)nn2c(C)c1CCC(=O)NCc1ccco1,6,-4,-2,-11,-3,-1.4,0,4,5
COc1ccc(/C=N/NC(=O)c2cccnc2)cc1CSc1ccccn1,8,-5,-4,21,2,1.7,-10,-8,5
CC(C)(C)OC(=O)N1CCN(c2ccc(NC(=O)c3ccco3)cc2)CC1,24,4,2,8,-1,0.6,-10,-2,3
COc1ccc(C(=O)C[n+]2ccc3c(c2)nnn3-c2ccccc2)cc1,6,13,0,7,-2,3.8,-4,-8,13
Cc1nn2c(N3CCOCC3)cc(C(C)C)nc2c1-c1ccccc1,3,5,-2,22,-2,1.6,0,3,9
Cc1ccc(/C=N/NC(=O)CC(=O)NCc2cccnc2)cc1,1,-6,2,-8,0,1.2,-6,6,-5
CC(C)Cc1ccc(C(C)C(N)=Nc2ccc(O)cc2)cc1 (stereo unspecified),-40,3,1,46,1,0.0,-3,-4,12
Cc1cc(Oc2ccc(=O)n(C)n2)nc(SCC(N)=O)n1,-8,6,-3,25,-1,-0.9,-3,11,5
COc1ccc(-c2nnc(SCC(=O)N3CCCCC3)o2)c(OC)c1,6,-3,-1,-29,5,2.3,-3,12,-8
C=CCn1c(=O)[nH]c2cc(C(=O)N3CCN(c4ccc(C(C)=O)cc4)CC3)ccc2c1=O,-20,-2,6,25,2,-2.0,-10,-7,16
O=S(=O)(NCc1cn2ccccc2n1)c1ccccc1F,12,-13,-5,-57,0,0.8,-4,12,6
CC(=O)NC(=O)c1cnn(-c2ccccc2)c1N,-1,3,-2,11,0,1.5,6,9,3
COc1cc2ccccc2cc1C(=O)N(CCN(C)C)c1nc2ccc(C)cc2s1,20,7,-4,68*,-2,3.7,-17,30,15
O=C(Cc1ccccc1)Nc1nccs1,-3,-1,0,13,0,-0.9,-9,10,-8
Cc1nn(C)c(Cl)c1S(=O)(=O)N[C@@H](c1ccccc1)[C@]1(C)C[C@H]1[C@@H](C)C(=O)Nc1ccc2ccccc2c1,18,6,0,36,5,-0.8,13,-5,8
Cc1ccc2[nH]c3c(=O)n4c(nc3c2c1)SCC4,22,-7,-2,13,-2,0.3,-10,-4,3
N#CC1=C2N=C(N)c3c(sc4c3CCCCC4)N2C2=C(C(=O)CCC2)C1c1ccccc1 (stereo unspecified),19,7,-10,43,-2,1.1,10,17,20
O=C(c1ccc(Cl)c([N+](=O)[O-])c1)N1CCN(Cc2ccc3c(c2)OCO3)CC1,4,-4,-1,-15,-3,-0.9,41,-12,-11
Cc1ccc2c(c1)c1c(c(=O)n(-c3ccccc3C)c(=O)n1CC(=O)NCC1CCCO1)n2C (stereo unspecified),0,14,-8,10,-3,-0.4,0,21,25
COc1cc([N+](=O)[O-])cc2sc(NC(C)=O)nc12,7,15,-5,-2,-2,1.6,9,6,11
CC(C)(C)NC(=O)CSc1nc(N)cc(=O)[nH]1,6,1,-2,-4,-2,-0.7,-9,12,1
COC(=O)C1=C(C(=O)OC)[C@@H]2N(C)c3ccccc3[C@@]23C[C@@H](C(=O)OC)N(C(=O)c2cc(C)oc2C)C3=N1,8,4,9,22,0,1.6,-3,27,17
O=C1NCCCC1C(=O)N/N=C/c1cccc(O)c1 (stereo unspecified),4,-1,4,17,1,0.3,2,6,14
Cn1c(SCC(=O)NC2CCCC2)nc2cccnc21,5,-2,-1,-19,0,-0.2,-5,-9,14
O=C(O)CC(C(=O)OCC1CCCO1)N1CCOCC1 (stereo unspecified),14,5,-3,6,-2,0.5,1,-2,-20
O=C(CSc1n[nH]c(-c2cccnc2)n1)Nc1ccccc1C(F)(F)F,5,3,-2,3,-6,0.9,-3,21,27
COc1ccc([C@H]2CC(=O)C=C(c3c(C)cc(C)cc3C)C2)cc1,14,4,-1,15,1,2.2,8,1,23
